L3MBTL1 block – blocks human L3MBTL1; AlphaScreen L3MBTL1–H3K9me1 peptide binding; Potency, µM (doses to about 57.1 µM), inactives show at the top dose activity, negative = inhibition, actives largely listed as inhibitors; 0.66% of 230,000 active; AID 485360; active = well fitted inhibition curve with a large enough effect; inconclusive = small, poorly fitted or top-dose-only effect; inactive = no such curve, though single readings can be large or run the other way; note: nearly all actives have a fitted effect of over 60% in size
Target sequence (Q9Y468 whole entry, looked up): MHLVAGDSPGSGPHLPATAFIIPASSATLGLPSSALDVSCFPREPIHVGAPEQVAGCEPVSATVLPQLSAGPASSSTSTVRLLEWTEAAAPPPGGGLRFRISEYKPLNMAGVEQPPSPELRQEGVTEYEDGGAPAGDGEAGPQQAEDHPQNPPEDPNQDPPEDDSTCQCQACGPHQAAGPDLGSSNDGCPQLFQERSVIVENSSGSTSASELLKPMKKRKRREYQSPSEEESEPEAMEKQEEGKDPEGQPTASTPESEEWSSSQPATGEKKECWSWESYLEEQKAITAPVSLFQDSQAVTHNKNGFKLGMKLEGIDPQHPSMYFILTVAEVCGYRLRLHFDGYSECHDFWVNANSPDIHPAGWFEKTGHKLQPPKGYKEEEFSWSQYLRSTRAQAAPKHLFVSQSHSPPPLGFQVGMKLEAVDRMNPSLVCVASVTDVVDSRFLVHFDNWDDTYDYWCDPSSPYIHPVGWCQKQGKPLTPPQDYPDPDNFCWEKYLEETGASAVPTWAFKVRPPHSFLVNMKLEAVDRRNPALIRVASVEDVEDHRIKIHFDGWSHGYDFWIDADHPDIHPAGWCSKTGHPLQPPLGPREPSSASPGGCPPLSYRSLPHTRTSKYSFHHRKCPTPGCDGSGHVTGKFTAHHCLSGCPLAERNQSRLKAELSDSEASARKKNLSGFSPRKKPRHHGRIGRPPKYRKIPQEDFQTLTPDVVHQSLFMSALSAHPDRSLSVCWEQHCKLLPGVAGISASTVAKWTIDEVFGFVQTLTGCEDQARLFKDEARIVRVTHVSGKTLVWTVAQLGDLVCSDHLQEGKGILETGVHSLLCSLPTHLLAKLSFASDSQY
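AlphaScreen assay: L3MBTL1 (50 nM final) was preincubated 30 min at room temperature with biotinylated H3(1-15)K9me1 peptide (75 nM final), then 30 min with library compounds; streptavidin donor and nickel chelate acceptor beads (10 ug/mL final) added, 30 min dark.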
An asterisk follows results filed as active; ? = inconclusive; [ ] = remark or other dose. % is set by controls: 0 for no effect and ±100 for the full control effect; potency is the fitted concentration of half-maximal effect. The list is partial; count on the stated rates, not on these rows.

The opening 13 entries, to show the layout:
SMILES	L3MBTL1 block
O=C(Cn1ncc2c3ccccc3n(Cc3ccccc3F)c2c1=O)N1CCN(c2ccccn2)CC1	-8.9%
COc1cc(OC)cc(-c2sc3ccc(OC)cc3c2C#CC(C)(C)O)c1	9.8%
CCCCN(C(=O)C(C)(C)Oc1ccc(Cl)cc1)c1c(N)n(CCC)c(=O)[nH]c1=O	12.6%
CCOc1ccc(C(=O)O/N=C(\N)c2ccccn2)cc1	-0.5%
CN(c1ccccc1)S(=O)(=O)c1cccc(C(=O)NC2CC(C)(C)NC(C)(C)C2)c1	-1.6%
O=[N+]([O-])c1ccccc1S(=O)(=O)Nc1ccc(-c2ccc(N3CCCC3)nn2)cc1	-24.4%
O=C(c1cccc(S(=O)(=O)N2CCN(c3ccc(F)cc3)CC2)c1)N1CCCCCCC1	-7.4%
O=C(CN1C(=O)c2ccccc2S1(=O)=O)Nc1ccccn1	2.5%
CN(C)CCn1c2c(c(SCC(=O)Nc3cccc4ccccc34)nc1=O)CCC2	2.5%
CCN(CC(=O)NCc1cccs1)C(=O)c1cccc(S(=O)(=O)Nc2ccccc2Cl)c1	-4.5%
CSCCC(NC(=O)c1ccc(Cl)cc1)C(=O)OCC(=O)NCc1ccco1 (stereo unspecified)	-2.4%
C=CCn1c(SCC(=O)N(C)CC(=O)Nc2ccc(C)cc2)nnc1-c1ccncc1	-3.1%
CCn1c(SCC(=O)NCC2CCCO2)nc2ccccc21 (stereo unspecified)	-2.6%

The list itself, previewed entries included:
SMILES	L3MBTL1 block
O=C(Cn1ncc2c3ccccc3n(Cc3ccccc3F)c2c1=O)N1CCN(c2ccccn2)CC1	-8.9%
COc1cc(OC)cc(-c2sc3ccc(OC)cc3c2C#CC(C)(C)O)c1	9.8%
CCCCN(C(=O)C(C)(C)Oc1ccc(Cl)cc1)c1c(N)n(CCC)c(=O)[nH]c1=O	12.6%
CCOc1ccc(C(=O)O/N=C(\N)c2ccccn2)cc1	-0.5%
CN(c1ccccc1)S(=O)(=O)c1cccc(C(=O)NC2CC(C)(C)NC(C)(C)C2)c1	-1.6%
O=[N+]([O-])c1ccccc1S(=O)(=O)Nc1ccc(-c2ccc(N3CCCC3)nn2)cc1	-24.4%
O=C(c1cccc(S(=O)(=O)N2CCN(c3ccc(F)cc3)CC2)c1)N1CCCCCCC1	-7.4%
O=C(CN1C(=O)c2ccccc2S1(=O)=O)Nc1ccccn1	2.5%
CN(C)CCn1c2c(c(SCC(=O)Nc3cccc4ccccc34)nc1=O)CCC2	2.5%
CCN(CC(=O)NCc1cccs1)C(=O)c1cccc(S(=O)(=O)Nc2ccccc2Cl)c1	-4.5%
CSCCC(NC(=O)c1ccc(Cl)cc1)C(=O)OCC(=O)NCc1ccco1 (stereo unspecified)	-2.4%
C=CCn1c(SCC(=O)N(C)CC(=O)Nc2ccc(C)cc2)nnc1-c1ccncc1	-3.1%
CCn1c(SCC(=O)NCC2CCCO2)nc2ccccc21 (stereo unspecified)	-2.6%
CC(=O)c1cccc(NC(=S)NCc2ccccc2)c1	8.4%
Cc1cc(C)c(C(=O)COC(=O)C2CCN(c3ccc(C(F)(F)F)cn3)CC2)cc1C	21.4%
O=C(NCc1ccccc1CN1CCCC1)C1CCN(S(=O)(=O)c2ccc(Cl)cc2)CC1	6.4%
CCN(CC)S(=O)(=O)c1ccc(C(C)NCC(=O)Nc2ccccc2C(=O)NC2CC2)cc1 (stereo unspecified)	1.1%
Cc1cc(C)cc(OCC(=O)Nc2ccc(N3CCOCC3)cc2N2CCOCC2)c1	-7.8%
Cc1cccc(C)c1OCCOC(=O)c1cccc(S(=O)(=O)N2CCOCC2)c1	7.0%
CCN(C(=O)CSc1nccn1C)c1cccc2ccccc12	-8.8%
C[C@]12c3[nH]c4ccc(Cl)cc4c3CCN1C(=O)[C@@H](CC(=O)NCc1cccc(C(F)(F)F)c1)C[C@@H]2C(=O)N1CCOCC1	-3.0%
CN(C(=O)COC(=O)c1cc(S(=O)(=O)N(C)C)ccc1Cl)C1CCS(=O)(=O)C1 (stereo unspecified)	2.7%
CCCCOC(=O)c1ccc(NC(=O)COC(=O)C2CSC3(C)CCC(=O)N23)cc1 (stereo unspecified)	11.0%
COc1ccc(N2CCN(C(=O)COC(=O)c3oc4ccc(OC)cc4c3C)CC2)cc1	-29.4%
Cc1cc(C)cc(OCC(=O)Nc2nc(-c3ccccn3)cs2)c1	-2.0%

(list continues)
SMILES	L3MBTL1 block
COc1ccc(CNC(=O)COC(=O)C2(C)CC2(Cl)Cl)cc1 (stereo unspecified)	0.2%
CCCCCN(C(=O)CCC(=O)OCc1ccc(Cl)cc1Cl)c1c(N)n(CCCC)c(=O)[nH]c1=O	1.9%
COc1cccc(CNC(=O)COC(=O)CCc2cc(OC)c(OC)c(OC)c2)c1	1.7%
CCN(CC(=O)Nc1ccccc1OC)C(=O)CC1CC2CCC1C2 (stereo unspecified)	-2.8%
Nc1cc(S(=O)(=O)N2CCOCC2)ccc1N1CCCCC1	-5.0%
CCOc1ccc(OCCC(=O)OCC(=O)NCCc2ccc(S(N)(=O)=O)cc2)cc1	-3.4%
CCOC(=O)C1=CNS(=O)(=O)NC1c1ccc(C(F)(F)F)cc1 (stereo unspecified)	-1.7%
COc1cc(C(=O)NCC(c2ccco2)N2CCc3ccccc3C2)cc(OC)c1OC (stereo unspecified)	-2.5%
CN(CC(=O)Nc1ccc(Cl)cc1)C(=O)Cn1[nH]c(=O)c2ccccc2c1=O	0.6%
CCN(CC(=O)Nc1c(F)cccc1F)C(=O)CC1CCCC1	5.1%
C=CCN1C(=O)c2ccc(C(=O)N(CC)CC(=O)Nc3cc(Cl)ccc3C)cc2C1=O	-1.0%
CS(=O)(=O)c1cccc(C(=O)OCC(=O)NCc2cccs2)c1	3.1%
CC(C)(C)c1ccc(C(=O)Nc2cccnc2)cc1	8.3%
CCOc1ccc(S(=O)(=O)NCCC(=O)NCCCSc2ccccc2)cc1	1.9%
CCC(=O)NC(c1ccco1)c1cc(Br)c2cccnc2c1O (stereo unspecified)	-22.3%
CC(C)CN(C(=O)C1CCCCC1)C1CCS(=O)(=O)C1 (stereo unspecified)	6.4%
COc1cc(/C=C2\SC(=S)N(CCCCC(=O)O)C2=O)ccc1OS(=O)(=O)c1ccc(C)cc1	-26.0%
CCc1ccc(N2CC(C(=O)NNC(=O)c3ccc(F)cc3)CC2=O)cc1 (stereo unspecified)	2.6%
CCOC(=O)c1ccccc1NC(=O)COC(=O)CCCOc1ccccc1	84.3%[activator]
CSc1ccc(S(=O)(=O)NCC(=O)OCC(=O)NCCc2ccccc2)cc1[N+](=O)[O-]	-4.3%
COc1ccc(N2CCN(C(=O)COC(=O)c3cccc(S(=O)(=O)Nc4ccccc4OC)c3)CC2)cc1	-17.5%
COc1cc(OC)cc(-c2c(C#Cc3ccsc3)c3cc(-c4cnc(OC)nc4)ccc3n2C)c1	0.5%
CCOC(=O)[C@@H]1[C@H]2COc3cc(OC)ccc3[C@@H]2N2C(=O)N(c3cccc(C)c3)C(=O)[C@@]12C	4.3%
CN(C(=O)COC(=O)CNC(=O)C1CCCCC1)c1ccccc1	1.1%
O=C(NNC(=O)c1ccc(Br)s1)c1ccc(F)c(S(=O)(=O)N2CCOCC2)c1	0.4%

3 entries already listed, arranged by count of non-hydrogen atoms, ascending:
SMILES	L3MBTL1 block
O=C(NNC(=O)c1ccc(Br)s1)c1ccc(F)c(S(=O)(=O)N2CCOCC2)c1	0.4%
CCOC(=O)[C@@H]1[C@H]2COc3cc(OC)ccc3[C@@H]2N2C(=O)N(c3cccc(C)c3)C(=O)[C@@]12C	4.3%
COc1cc(OC)cc(-c2c(C#Cc3ccsc3)c3cc(-c4cnc(OC)nc4)ccc3n2C)c1	0.5%

Other structures
SMILES	L3MBTL1 block
CCC(C)[C@H](NC(=O)c1cc2cc(Cl)ccc2n1C)C(=O)N1CCC[C@H]1C(=O)O (stereo partly specified)	1.9%
Cc1ccc(C)c(N2N=C(C(=O)OCC(=O)N(C)c3ccccc3)CCC2=O)c1	1.8%
COc1ccc(-c2c(-c3cc(OC)cc(OC)c3)n(C)c3ccc(-c4cnc(N)nc4)cc23)cc1	-6.6%
CCN(c1ccccc1)S(=O)(=O)c1ccc(C(=O)N2CCN(c3ccccc3)CC2)cc1	-6.5%
O=C(CCC(=O)N1CCN(c2cccc(Cl)c2)CC1)N1CCN(c2ccccc2)CC1	16.6%
Cc1cccc(N(CC(=O)NC(C)C)C(=O)CCC(=O)Nc2ccccn2)c1	15.6%
CC(=O)N1CCN(C(=O)c2cc3c(s2)CCC(C)C3)CC1 (stereo unspecified)	1.0%
CCN(C(=O)CN1C(=O)c2ccc([N+](=O)[O-])cc2C1=O)C1CCS(=O)(=O)C1 (stereo unspecified)	-2.8%
O=C(NCC(c1cccs1)N1CCc2ccccc21)c1ccccc1 (stereo unspecified)	-12.3%
CSc1ccc(/C=C/C(=O)OCC(=O)NC2CC2)cc1	-5.2%
O=C(COC(=O)c1cccnc1Cl)NC1CCCc2ccccc21 (stereo unspecified)	-1.8%
COc1ccccc1CNC(=O)COC(=O)c1ccc([N+](=O)[O-])o1	-9.9%
O=C(CCNS(=O)(=O)c1ccccc1C(F)(F)F)NCC(c1ccco1)N1CCCCC1 (stereo unspecified)	17.4%
Cc1csc(NC(=O)CSCc2c(C)noc2C)n1	-1.5%
O=C(OCc1c(-c2ccccc2)ncc2ccccc12)c1ccc(C(F)(F)F)cc1	1.2%
O=C(CSc1nc2ccccc2c(=O)n1-c1ccccc1F)N1CCOCC1	2.6%
CCOC(=O)C1CCN(C(=O)COC(=O)CSc2ccccc2C)CC1	?
Cc1cccc(C(=O)NCC(=O)OCC(=O)N(C)CC(=O)Nc2ccccc2Cl)c1	0.4%
COc1ccc(C)cc1S(=O)(=O)N1CCCC(N2CCOCC2)C1 (stereo unspecified)	12.9%
COc1cccc(NC(=O)C(C)(C)C)c1	3.2%
C=CCN(CC(=O)Nc1cccnc1)S(=O)(=O)c1ccc(Cl)cc1	2.8%
Cc1ccc(CNC(=O)c2cc(S(=O)(=O)N3CCCCC3)ccc2N2CCOCC2)cc1	1.9%
Cc1ccc(NC(=O)C2CCN(S(=O)(=O)c3ccc4ccccc4c3)CC2)nc1	-3.2%
O=C(CC1CC2CCC1C2)N1CCN(S(=O)(=O)c2ccccc2C(F)(F)F)CC1 (stereo unspecified)	1.0%
O=C(COC(=O)c1c(F)cccc1F)Nc1ccc2c(c1)OCO2	8.3%

(cont.)
SMILES	L3MBTL1 block
COc1ccccc1CN(C)C(=O)CSCC(=O)Nc1ccccc1F	5.7%
Cc1ccc(C(=O)N2CCCC(C(F)(F)F)C2)cc1S(=O)(=O)N1CCCCC1 (stereo unspecified)	4.5%
CC1CCN(C(=O)Cn2cc(C(F)(F)F)ccc2=O)c2ccccc2S1 (stereo unspecified)	3.4%
O=C(CN1C(=O)NC2(CCCC2)C1=O)N1CCN(c2cccc(C(F)(F)F)c2)CC1	8.4%
O=C(NC(CO)C(=O)OCc1ccccc1)OCc1ccccc1 (stereo unspecified)	6.7%
O=C(Oc1ccccc1Cl)C1CCN(C(=O)c2ccc(F)cc2)CC1	7.4%
CC1(C)NC(=O)N(CC(=O)OCC(=O)N2CCN(S(=O)(=O)c3ccccc3)CC2)C1=O	7.6%
C[C@H](CO)N1C[C@H](C)[C@@H](CN(C)CC2CCCCC2)Oc2ccc(NS(C)(=O)=O)cc2C1=O	-0.9%
O=C(CN1C(=O)NC2(CCCCCC2)C1=O)Nc1ccc(Cl)cc1Cl	4.8%
CC(C)Nc1nnc(SC(C)C(=O)N(C)C2CCCCC2)s1 (stereo unspecified)	10.3%
CC(Oc1cccc(Cl)c1)C(=O)NNC(=O)c1cccnc1 (stereo unspecified)	1.1%
CCN(c1ccc(NC(=O)COC(=O)C(C)N=C2NS(=O)(=O)c3ccccc32)cc1)C(C)C (stereo unspecified)	-20.3%
COc1ccc(/C=C/C(=O)OCC(=O)Nc2ncc(Cl)cc2Cl)cc1	-4.6%
CC(Oc1ccccc1F)c1nnc(SCC(=O)N(c2ccccc2)C2CCS(=O)(=O)C2)o1 (stereo unspecified)	10.6%
COc1ccc(N(CCOc2ccccc2)S(=O)(=O)c2ccccc2)cc1	25.8%
CN(C(=O)c1ccccc1)c1nccnc1C#N	-1.6%
O=C(CNC(=O)c1ccc(Cl)cc1Cl)OCCOc1ccccc1F	11.8%
COc1ccc([C@H]2CC(=O)C=C(c3ccc4c(c3)OCO4)C2)cc1OC	-3.4%
CC(Sc1nnc(C(C)Oc2ccccc2F)o1)C(=O)NCc1ccc2c(c1)OCO2 (stereo unspecified)	-2.3%
O=C(NCc1cccc(Cl)c1)c1cccc(S(=O)(=O)N2CCCCC2)c1	1.8%
Cc1cc(OCC(=O)OCC(=O)N(C)Cc2ccccc2C)ccc1Cl	13.6%
CCCCN(C(=O)c1ccc(C)c(S(=O)(=O)N2CCOCC2)c1)c1c(N)n(CC(C)C)c(=O)[nH]c1=O	2.8%
CC(C)CN(C(=O)COC(=O)c1ccccc1NCc1ccco1)c1c(N)n(Cc2ccccc2)c(=O)[nH]c1=O	-7.1%
O=S(=O)(NCC(c1ccc2c(c1)OCO2)N1CCN(c2ccccc2)CC1)c1ccccc1 (stereo unspecified)	-11.0%
CN(c1ccccc1)S(=O)(=O)c1cccc(NC(=O)Cc2n[nH]c(=O)c3ccccc23)c1	20.3%

Additional entries:
SMILES	L3MBTL1 block
CC1CCCC(C)N1C(=O)COC(=O)CNC(=O)c1ccc(Cl)cc1Cl (stereo unspecified)	8.5%
CCN(C(=O)COC(=O)c1ccco1)c1c(N)n(Cc2ccccc2)c(=O)[nH]c1=O	-1.3%
c1ccc(COc2ccc(-c3sc(Nc4ccccc4)n[n+]3-c3ccccc3)cc2)cc1	-3.7%
Cc1cccc(NC(=O)CSCC(=O)Nc2cccc3ncccc23)c1	7.8%
Cc1cccc(C(=O)N[C@H](C(=O)Nc2ccc(C)c(S(=O)(=O)N3CCOCC3)c2)C(C)C)c1	-3.1%
CC(NC(=S)NC(=O)c1cccs1)c1ccccc1 (stereo unspecified)	-6.0%
Cc1cc(NC(=O)CSCC(=O)OCc2nnc(-c3ccc(F)cc3)o2)no1	4.7%

Source: PubChem
